Yeast growth tox = Compounds toxic to wild-type S. cerevisiae growth. A595 turbidity, 16 h. growth inhibition, % at 25 µM (by protocol). actives 0.3% (n = 30,000). AID 685;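 active means mutant and wild-type yeast strains alike exhibit over 30% growth inhibition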;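 further: 0% = untreated cell controls and 100% = YPD media blanks without cells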
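Schedule: 16 h growth with compound, 30 °C. System: yeast, wild-type or eIF2Bepsilon-R284H mutant. Doses: one dose, 25 µM compound[…]. Buffer or medium: YPD. Signal: turbidity measured as absorbance at 595 nm. Read-out basis: growth inhibition (%) versus cell controls and blanks.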
eIF2B yeast act = eIF2B (yeast) activity modulation; actives 0.91% (n = 27,000); S. cerevisiae eIF2B-epsilon R284H, GCN4-lacZ luminescence; inhibition, % at 25 µM (by protocol);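 active means mutant luminescence inhibited past about 50% while wild type luminescence and mutant growth stay under set limits, limit read from the data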; further: some compounds called inactive have numbers as strong as hits
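Material: yeast eIF2B-epsilon R284H mutant carrying GCN4–beta-galactosidase fusion. Medium: YPD yeast growth medium. Incubation: 16 h growth with compound at 30 °C, 90 min Beta-Glo step. Signal: Beta-Glo luminescence plus absorbance at 595 nm. Evaluation: % inhibition of reporter signal and growth versus controls. Doses: 25 µM single dose.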
Yeast growth tox inhibition % = further read-out of Yeast growth tox, marked with its call; growth inhibition, %; S. cerevisiae eIF2Bepsilon-R284H mutant growth, A595 turbidity, 16 h;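 each compound tested once at 25 µM; 0% equals untreated cells and 100% equals cell-free medium blanks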
eIF2B yeast act mutant toxicity = recorded beside eIF2B yeast act, whose call it bears; growth inhibition, %; measured here: mutant yeast growth, toxicity;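 each compound tested once at 25 µM; zero equals untreated control growth and 100 equals blank medium absorbance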
* = called active by the depositor; / = not tested or not shown. An excerpt, so the mix of outcomes need not match the whole.

Molecule,Yeast growth tox inhibition %,Yeast growth tox,eIF2B yeast act mutant toxicity,eIF2B yeast act
CCCCOc1ccccc1NC(=O)CC1SC(=NCC)N(CC)C1=O (stereo not drawn),10.7,12.4,10.7,17.2
Cn1cnnc1Sc1nc2ccccc2nc1NS(=O)(=O)c1ccccc1,2.7,-7.5,2.7,18.0
CCOC(=O)c1sc(NC(=O)c2ccc(S(=O)(=O)N(C)C)cc2)nc1C,-28.6,-5.9,-28.6,-4.4
COCCn1c(Sc2ccc(C)cc2)nc2c1c(=O)[nH]c(=O)n2C,-23.8,-2.2,-23.8,13.3
Cc1cc(C)nc(SCC(=O)OCN2C(=O)c3ccccc3C2=O)n1,-7.4,3.4,-7.4,22.3
O=C(COc1ccccc1CNCc1ccccc1)Nc1ccccc1,12.8,16.9,/,/
COc1ccc(C(=O)N2CCCC2)cc1S(=O)(=O)N1CCOCC1,-10.0,-17.5,-10.0,4.3
OCc1cn(-c2ccccc2)nc1-c1cccnc1,-11.5,17.1,-11.5,10.7
COc1ccc(C(=O)Cc2cnn(-c3ccccc3)c2)c(O)c1,15.2,9.6,/,/
c1cc(CNCCCN2CCOCC2)ccn1,4.5,16.2,4.5,10.0

Remaining list, next part.
Molecule,Yeast growth tox inhibition %,Yeast growth tox,eIF2B yeast act mutant toxicity,eIF2B yeast act
CNC(=O)c1cc2ccc(OC)cc2oc1=O,14.8,3.8,/,/
CCOC(=O)N1CCN(S(=O)(=O)c2ccc3[nH]cc(C(=O)O)c(=O)c3c2)CC1,6.8,23.4,6.8,21.4
Cc1cccc(NC(=O)c2cc(NC(=O)c3ccccc3)ccc2N2CCCCC2)c1,9.4,-4.1,9.4,22.8
O=C(COC(=O)c1cccnc1)c1ccc(Cl)cc1,13.8,0.8,13.8,-9.0
CC(C)c1cc(C(=O)Nc2cccc(C(F)(F)F)c2)no1,11.6,7.9,/,/
Cc1ccc2[nH]c3c(c2c1)CN(C(=O)CN1CC(C)OC(C)C1)CC3 (stereo not drawn),0.0,-1.0,/,-18.4
Cc1ccc(S(=O)(=O)N=S(CC2CC2(Cl)Cl)CC2CC2(Cl)Cl)cc1 (stereo not drawn),10.3,16.1,/,/
O=C1NC2(C=Cc3c(ccc4ccccc34)O2)Oc2ccccc21 (stereo not drawn),-19.1,-2.1,-19.1,-8.5
O=C(COc1ccc(S(=O)(=O)NCc2ccccc2)cc1Cl)NCC1CCCO1 (stereo not drawn),20.6,30.0,20.6,30.7
CCOC(=O)c1cnc(SCC(=O)c2ccccc2)nc1N,-7.9,-17.5,-7.9,13.4

More compounds follow:
Molecule,Yeast growth tox inhibition %,Yeast growth tox,eIF2B yeast act mutant toxicity,eIF2B yeast act
CCCC(=O)Nc1cc(OC)c(NC(=O)NC2CCCCC2)cc1OC,12.0,18.0,12.0,15.5
Cc1ccc2nc(-c3cccnc3)oc2c1,-9.1,-4.2,/,53.1*
Cc1cc(C(=O)Nc2ccccc2N2CCOCC2)c2ccccc2n1,15.2,28.1,/,/
O=S1(=O)N=CN(Cc2cccc(F)c2)c2ccccc21,12.9,5.1,12.9,14.1
C/C=C/C(=O)OCC(=O)Nc1nc2ccc(C)cc2s1,-4.8,3.5,-4.8,5.8
CC(=O)c1ccc(OC(=O)C(CCS(C)(=O)=O)N2C(=O)c3ccccc3C2=O)cc1 (stereo not drawn),21.7,18.1,/,/
COc1ccc(OCCCC(=O)Nc2cccnc2)cc1,9.0,-5.2,9.0,8.3
O=C(CSC1=NCCN1)NC12CC3CC(CC(C3)C1)C2,-3.2,-15.0,-3.2,2.8
CSc1ncc(Cl)c(C(=O)NCc2ccc3c(c2)OCO3)n1,12.5,14.5,12.5,12.8
Cc1cc(S(=O)(=O)Nc2ccc(F)cc2)c(C)s1,15.2,7.0,15.2,10.4

The list continues.
Molecule,Yeast growth tox inhibition %,Yeast growth tox,eIF2B yeast act mutant toxicity,eIF2B yeast act
COc1ccc(CCNC(=O)C2CCN(S(C)(=O)=O)CC2)cc1,6.5,27.0,6.5,9.0
Cc1cccc(OCC(=O)Nc2cc(C)on2)c1,-4.3,3.3,-4.3,48.7
COCCCNC(=O)Cn1cc(C(C)=O)c2ccccc21,4.2,2.9,4.2,28.3
CCc1ccc(CCC(=O)Nc2nccs2)o1,7.1,20.0,7.1,15.3
CCOc1ccccc1NC(=O)CSc1nnnn1-c1ccccc1,13.9,11.9,13.9,16.4
COCc1cc(C)nc(N2CCN(Cc3ccccc3)CC2)c1C#N,16.2,11.2,16.2,10.7
Cc1occc1-c1nnc(SCC(=O)Nc2nc(C(C)(C)C)cs2)o1,-10.0,-7.9,-10.0,-14.1
O=C(Nc1ccncc1)c1ccc2c(c1)OCCO2,6.9,7.7,6.9,0.0
Cc1ccc(OC(C)C(=O)Nc2ccc(S(=O)(=O)Nc3cc(C)on3)cc2)cc1 (stereo not drawn),17.5,13.8,17.5,12.7
Cn1c(=O)oc2cc(S(=O)(=O)NCCC(=O)NCCc3ccc(Cl)cc3)ccc21,9.7,3.6,/,/

Further structures.
Molecule,Yeast growth tox inhibition %,Yeast growth tox,eIF2B yeast act mutant toxicity,eIF2B yeast act
COc1cc(OC)c(C2=NOC(C(=O)NCCc3ccccc3)C2)cc1Cl (stereo not drawn),15.8,2.9,/,/
Cc1cc(C)n(-c2ncnc3sc(C)c(C)c23)n1,-13.6,-2.4,-13.6,14.1
CN(C)c1ccc(/C=C/c2cc[n+]([O-])cc2)cc1,4.5,-4.7,4.5,-13.0
CCN(CC)c1ncnc2scc(C3COc4ccccc4O3)c12 (stereo not drawn),-29.6,-6.2,-29.6,39.8
COc1ccccc1N(C(=O)CNC(=O)c1ccco1)C(C(=O)NC1CCCC1)c1ccncc1 (stereo not drawn),-11.7,1.2,-11.7,6.7
CCNC(=O)Cc1ccc(Br)cc1,6.9,3.9,6.9,5.9
O=C1NC(=S)S/C1=C1\Sc2ccccc2N1CCCS(=O)(=O)O,-17.9,14.1,/,/
N=c1c2c(-c3ccccc3)c(-c3ccccc3)n(Cc3ccco3)c2ncn1CCN1CCOCC1,3.7,21.8,3.7,4.8
CC(C)(C)NC(=O)Cn1nnc(-c2ccccc2NC(=O)c2cnccn2)n1,-4.5,1.7,-4.5,7.3
CCCCSc1ccc(NC(=O)c2cccnc2)cc1,9.3,21.7,/,/

Compounds above with a tert-butyl group:
Molecule,Yeast growth tox inhibition %,Yeast growth tox,eIF2B yeast act mutant toxicity,eIF2B yeast act
Cc1occc1-c1nnc(SCC(=O)Nc2nc(C(C)(C)C)cs2)o1,-10.0,-7.9,-10.0,-14.1
CC(C)(C)NC(=O)Cn1nnc(-c2ccccc2NC(=O)c2cnccn2)n1,-4.5,1.7,-4.5,7.3

Other results
Molecule,Yeast growth tox inhibition %,Yeast growth tox,eIF2B yeast act mutant toxicity,eIF2B yeast act
CCOC(=O)C1CCN(C(=O)CN(C)S(=O)(=O)c2cc(C)ccc2OC)CC1,-10.5,7.9,-10.5,-34.7
CCOc1ccc2c(C)c(Cl)c(=O)oc2c1,11.7,21.2,11.7,12.4
COc1ccc(CNC(=O)CSc2nnc(-c3ccc(NC(C)=O)cc3)n2C)cc1,-3.3,12.9,-3.3,18.8
COc1ccc(-c2csc(NC(=O)C3CCCO3)n2)cc1 (stereo not drawn),1.7,19.4,1.7,34.5
CC1(C)Cc2c(sc(/N=C/N3CCCCC3)c2C#N)C(C)(C)N1,21.6,11.5,21.6,26.4
CCOc1ccc(CN(C(=O)c2oc3ccccc3c2C)C2CCS(=O)(=O)C2)cc1 (stereo not drawn),-4.5,1.0,-4.5,13.0
COc1cc(C)ccc1OCCCON1C(=O)CCC1=O,40.5,15.0,40.5,23.3
Cn1cnc([N+](=O)[O-])c1Nc1cccc(O)c1,-27.3,0.0,-27.3,26.8
Cc1nc2nc(COc3ccccc3)nn2c(C)c1Cl,3.7,-14.7,/,/
COc1cccc(C2CC(=O)NC3=C2C(=O)CCC3)c1 (stereo not drawn),-13.6,9.1,-13.6,19.7

(listing goes on)
Molecule,Yeast growth tox inhibition %,Yeast growth tox,eIF2B yeast act mutant toxicity,eIF2B yeast act
Cc1onc(-c2c(F)cccc2Cl)c1C(=O)NCc1ccccn1,11.8,-5.3,11.8,25.5
CCCCNC(=O)OCC(CC)NC(=O)OCC(C)C (stereo not drawn),-18.2,6.2,-18.2,9.3
C=CCn1c(CCNC(=O)c2cccs2)nnc1SCC(=O)c1cccc([N+](=O)[O-])c1,11.6,23.4,/,/
COc1ccc(N(C(=O)Cc2cccs2)C(C(=O)NC2CCCCC2)c2cccn2C)cc1 (stereo not drawn),10.8,-3.0,10.8,19.4
Nc1cc(=O)[nH]c(=S)n1-c1cccc(C(F)(F)F)c1,10.5,24.6,/,/
O=C(CN1CCN(S(=O)(=O)c2ccc(Cl)cc2)CC1)Nc1ccc(F)cc1F,-3.7,5.8,-3.7,3.1
O=C1c2ccccc2C(=O)N1n1c(=O)[nH]c2ccccc2c1=O,10.0,-17.9,10.0,8.1
Cn1c(SCc2ccccc2F)nc2cccnc21,/,/,/,41.5
CN=C1S/C(=C\c2cccn2-c2cccc(Br)c2)C(=O)N1C,-6.9,-14.3,-6.9,21.1
CCc1ccc(C(=O)CSc2n[nH]c(C)n2)cc1,5.4,-8.2,5.4,31.2

Next part
Molecule,Yeast growth tox inhibition %,Yeast growth tox,eIF2B yeast act mutant toxicity,eIF2B yeast act
O=C(c1ccccc1)N(Cc1ccc2c(c1)OCO2)Cc1nc2ccccc2c(=O)[nH]1,-10.0,4.1,/,/
CCN(CC)S(=O)(=O)c1ccc(-c2nnc(SCC(=O)Nc3ccc(OC)cc3)o2)cc1,-36.4,5.9,-36.4,16.4
C=CCN1CCN(C(c2ccc(OC)c(OC)c2)c2nnnn2C(C)(C)C)CC1 (stereo not drawn),8.0,26.8,8.0,20.8
Oc1c(C(c2ccccn2)N2CCOCC2)ccc2cccnc12 (stereo not drawn),20.0,20.5,20.0,16.4
CCCCn1c(SCC(=O)Nc2cc(C)on2)nc2c1c(=O)n(C)c(=O)n2C,3.6,25.9,/,/
Cc1cccc(Nc2nc(N3CCCC3)nc(N3CCCC3)n2)c1,13.0,14.2,/,/
COc1ccc(/C(=N\O)c2ncc(C(F)(F)F)cc2Cl)cc1,12.1,11.5,12.1,22.7
COC(=O)c1c(N(S(C)(=O)=O)S(C)(=O)=O)sc2c1CCN(c1ncc(C(F)(F)F)cc1Cl)C2,8.1,-11.2,8.1,3.6
CSc1nc(C)cc(SCC(=O)Nc2ccccc2)n1,8.9,0.3,/,/
Cn1c(=O)[nH]c(=O)c2c1nc(SCC(O)CO)n2Cc1ccccc1Cl (stereo not drawn),3.5,4.5,/,60.9*

The results go on:
Molecule,Yeast growth tox inhibition %,Yeast growth tox,eIF2B yeast act mutant toxicity,eIF2B yeast act
COc1ccc(OC)c(NC(=O)C(CCS(C)(=O)=O)NC(C)=O)c1 (stereo not drawn),16.7,26.2,16.7,21.5
CC1(C)Cc2c(c(-c3ccco3)[nH]c(=O)c2C#N)CS1,-29.2,11.4,-29.2,-3.7
C=CCOc1ccc(CNn2nnnc2N)cc1,0.0,-14.1,/,-10.7
Cc1ccc(CNC(=O)c2nnn(-c3cccc(C)c3)c2N)cc1,-3.9,-3.9,-3.9,31.0
CCOc1ccccc1Oc1ccc(C(F)(F)F)cn1,8.7,15.4,8.7,11.6
S=c1[nH]nc(-c2ccc(Br)cc2)n1Cc1ccco1,9.7,5.1,9.7,21.5
Nc1nc(Nc2ccccc2)nc2ccccc12,-3.6,13.7,-3.6,52.1
C(=N\c1nccs1)/Nc1nccs1,4.0,29.7,4.0,22.7
Cn1c(=O)c2c(nc(Oc3ccc4c(c3)OCO4)n2Cc2ccc(Cl)cc2)n(C)c1=O,-36.4,-67.2,-36.4,23.0
C/C(=N/NS(C)(=O)=O)c1ccc2ccccc2c1,6.1,4.4,6.1,19.2

Complete entries, looked up by structure.
COc1ccc(OC)c(NC(=O)C(CCS(C)(=O)=O)NC(C)=O)c1 (stereo not drawn) is listed as Yeast growth tox inhibition % = 16.7; Yeast growth tox = 26.2; eIF2B yeast act mutant toxicity = 16.7; eIF2B yeast act = 21.5
CC1(C)Cc2c(c(-c3ccco3)[nH]c(=O)c2C#N)CS1 is listed as Yeast growth tox inhibition % = -29.2; Yeast growth tox = 11.4; eIF2B yeast act mutant toxicity = -29.2; eIF2B yeast act = -3.7

Next section
Molecule,Yeast growth tox inhibition %,Yeast growth tox,eIF2B yeast act mutant toxicity,eIF2B yeast act
CC(C)C(=O)N1CCN(c2nc(-c3ccccc3)c3c(c2C#N)CC(C)(C)OC3)CC1,6.9,-13.8,6.9,23.6
CCOC(=O)c1c(NC(C)=O)sc2c1CCC(C=O)=C2Sc1ccccc1,16.0,18.3,/,/
CCC(=O)Nc1cc(Cl)ccc1C(=O)O,9.7,13.9,9.7,21.9
Cc1ccc(-c2nn3c(C)nnc3c3ccccc23)cc1S(=O)(=O)N1CCN(CCO)CC1,-10.7,22.7,/,/
CN(C)c1ccc(NC(=O)CSc2nnc(-c3cccs3)n2Cc2ccco2)cc1,16.7,3.8,16.7,-21.1
CSc1nc2ccc(S(=O)(=O)N3CCCC3)cc2s1,33.3,27.7,/,/
COc1cc(C2C(C(C)=O)=C(C)Nc3ncnn32)ccc1O (stereo not drawn),13.8,8.0,13.8,-36.7
Clc1ccc2nc(CSc3nc4ccccc4o3)cn2c1,0.0,-16.4,/,32.1

Bioassay records (PubChem BioAssay)
